Screening results from PubChem BioAssay.
MrgX1 PAM: allosterically activates human MrgX1 receptor signaling | Q96LB2 | B-score at 10 µM | MrgX1-HEK293, Fluo-4 calcium flux, FDSS; stronger effect = higher value | 310,000 tested, 0.63% active;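 active means plate-corrected calcium response at least 3 library SD above typical, normal starting fluorescence, not activating the receptor alone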;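 further: compound read alongside a low EC10 to EC30 dose of BAM8-22 agonist; peak minus trough fluorescence over baseline measured at the second addition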
PolyA inhibitor: blocks polyadenylation in yeast reporter cells | S. cerevisiae SKY197-pL101 polyadenylation reporter, beta-gal luminescence; efflux-impaired pdr1/pdr3 knockout yeast; score 100 = 6 SD above DMSO | calls only at 12 µM | 300,000 tested, 0.02% active;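 active means lowest replicate activity score at least 50, where 100 means six control SD above control mean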;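 further: yeast exposed to compound for 9 h at 30 °C; higher score means more reporter readthrough which indicates perturbed polyadenylation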
TRPC6 inh: blocks the mouse TRPC6 cation channel | 310,000 tested, 1.1% active | Q61143 | HEK293-TRPC6, membrane potential dye, ACh-evoked depolarization; stronger effect = lower value | AID 2553 | B-score at 10 µM;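 active means B-score under library mean minus 3 SD, initial fluorescence not abnormally high, positive integrated signal ratio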;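 further: B-score derived from integrated fluorescence ratio over the kinetic read; more negative B-score means stronger inhibition of depolarization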
Target sequence (Q61143 whole entry, looked up): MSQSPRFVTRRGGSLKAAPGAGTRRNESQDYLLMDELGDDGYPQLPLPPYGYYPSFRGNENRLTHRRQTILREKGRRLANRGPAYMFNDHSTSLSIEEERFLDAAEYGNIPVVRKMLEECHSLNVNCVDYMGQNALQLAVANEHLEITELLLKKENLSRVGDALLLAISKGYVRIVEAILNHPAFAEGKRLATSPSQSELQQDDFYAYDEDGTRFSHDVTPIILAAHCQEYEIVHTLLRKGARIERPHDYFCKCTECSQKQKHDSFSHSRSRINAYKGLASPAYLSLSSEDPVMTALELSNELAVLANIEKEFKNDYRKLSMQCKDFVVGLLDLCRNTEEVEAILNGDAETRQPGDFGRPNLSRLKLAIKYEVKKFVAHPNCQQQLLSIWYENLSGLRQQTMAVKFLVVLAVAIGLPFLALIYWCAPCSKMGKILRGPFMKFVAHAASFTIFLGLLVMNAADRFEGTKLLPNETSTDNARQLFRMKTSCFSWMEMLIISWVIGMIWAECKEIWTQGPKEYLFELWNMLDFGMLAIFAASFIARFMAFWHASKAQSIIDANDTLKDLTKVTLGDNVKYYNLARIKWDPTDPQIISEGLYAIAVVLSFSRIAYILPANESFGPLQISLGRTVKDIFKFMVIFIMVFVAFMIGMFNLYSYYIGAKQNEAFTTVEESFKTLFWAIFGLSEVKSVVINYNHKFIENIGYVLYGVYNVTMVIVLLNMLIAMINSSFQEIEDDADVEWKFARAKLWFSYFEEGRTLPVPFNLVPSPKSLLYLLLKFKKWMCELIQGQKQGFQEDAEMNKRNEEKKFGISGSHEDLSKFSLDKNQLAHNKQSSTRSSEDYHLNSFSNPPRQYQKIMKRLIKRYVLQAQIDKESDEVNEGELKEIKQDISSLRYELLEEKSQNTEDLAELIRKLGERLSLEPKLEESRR
TRPC4 act: opens the mouse TRPC4 cation channel; B-score at 10 µM; HEK293 TRPC4beta/mu-opioid, Fluo4 calcium fluorescence; stronger effect = higher value; 310,000 tested, 0.49% active; AID 2237;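 active means B-score above 5 SD of library B-scores, and initial fluorescence ratio not above library mean plus 5 SD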;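 further: positive B-score marks a calcium rise read as TRPC4 activation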
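Material: HEK293 stable line with TRPC4beta plus mu-opioid receptor; technique: Fluo4 calcium-sensitive dye fluorescence, kinetic, 1 Hz baseline; timing: Fluo4 dye loading 45 min at room temperature, 110 s recording; controls: assay buffer as low control, maximal DAMGO as high control; read-out: integrated baseline-normalised fluorescence ratio, converted to per-well B score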
TRPC4 PAM: TRPC4 (mouse) allosteric potentiation; Q9QUQ5; HEK293 TRPC4beta/mu-opioid, DAMGO EC20, Fluo-4 Ca2+ flux; stronger effect = higher value; B-score at 10 µM; 310,000 tested, 0.42% active;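 active means B-score of calcium response area above 5 SD of library B-scores, with initial fluorescence ratio within 5 SD of library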;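 further: B-score of integrated fluorescence ratio over time as area under calcium response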
TRPC4 block: inhibitors of mouse TRPC4 channel | Q9QUQ5 | HEK293 TRPC4beta/mu-opioid, DAMGO-evoked Fluo4 calcium flux; stronger effect = lower value | B-score at 10 µM | 300,000 tested, 0.39% active;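 active means B-score over 3 SD under the library average, no early fluorescence shift, positive overall ratio signal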
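test system = HEK293 cells with stable TRPC4beta plus mu-opioid receptor expression | detection = Fluo4 Ca2+ flux fluorescence | read-out = integrated fluorescence ratio relative to baseline, converted to per-well B score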
MrgX1 antagonist: human MrgX1 receptor antagonism, primary screen. 310,000 tested, 1.3% active. B-score at 10 µM. MRGX1-HEK293 calcium flux, Fluo-4, BAM8-22 antagonism; stronger effect = lower value;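 active means calcium-response B-score plate-corrected more than 3 library SD below zero, starting fluorescence within 5 deviations, no agonist response on first addition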;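 further: peak minus trough fluorescence over baseline after final BAM8-22 challenge near maximal dose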
MrgX1 ag: agonists of human MrgX1 receptor; MrgX1-HEK293 cells, Fluo-4 calcium fluorescence, agonist mode; stronger effect = higher value; B-score at 10 µM; 310,000 tested, 0.44% active; Q96LB2;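 active means calcium response B-score plate-corrected fluorescence ratio at least 3 library SD, with starting fluorescence B-score inside 5 SD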
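times = overnight plating, then 30 min 37 °C plus 30 min room-temperature dye loading | assay system = stable human MrgX1 HEK293 cell line | input = fifteen thousand cells per well | signal = kinetic calcium dye fluorescence, Fluo-4 NW | dosing = compound delivered in addition one of three | read-out = B-scored fluorescence response ratio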
HIF activator: HIF pathway transcriptional activation; U2OS HRE-luciferase reporter, luminescence; normalized: DMSO 0%, desferrioxamine 100%; activation, % at 7.5 µM (by protocol); 300,000 tested, 0.32% active;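 active means mean activation of at least 10% of the iron chelator positive control signal, with at least half of replicates also reaching 10%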
AI-2 QS mod: modulates the Vibrio harveyi AI-2 quorum sensing system; Vibrio harveyi JMH597 AI-2 luminescence/OD600 ratio, 9 h; stronger effect = lower value; strain lacks LuxN and CqsS sensors; 0 = neutral-control median; AID 2094; activity change, % at 7.5 µM; 300,000 tested, 0.4% active; in the data active means activity change below about -75%, passing the limit was not always enough;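 further: luminescence divided by OD600 gain over 9 h not by final OD600 alone; inactives centre near 13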
TRPC6 act: mouse TRPC6 channel activation; 310,000 tested, 0.13% active; Q61143; B-score at 10 µM; HEK293-TRPC6 membrane potential dye fluorescence; stronger effect = higher value; AID 2550;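 active means B-score of the integrated fluorescence ratio above library mean plus 3 SD, and starting fluorescence ratio within library mean plus 5 SD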;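 further: higher score means more depolarization so channel activation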
Starred values were filed as active, the others as inactive; i = inactive; nt = no result given; & = joins results of further samples.

Below each SMILES – TRPC6 inh	AI-2 QS mod	MrgX1 antagonist	HIF activator	MrgX1 PAM	TRPC4 PAM	TRPC4 block	PolyA inhibitor	TRPC4 act	MrgX1 ag	TRPC6 act
> COc1cc(NC(=S)Nc2ccc(N(C)C(C)=O)cc2)cc(OC)c1
→ i	15.5	i	-1.1	i	i	i	i	i	i	i
> Cc1ccc(NC(=O)COc2ccccc2C=O)cc1Cl
→ i	29.1	i	3.6	i	i	i	i	i	i	i
> CCC/C=C1/CCCOC(C(=O)NCc2ccccc2)(C(F)(F)F)C1 (stereo not drawn)
→ i	30.7	i	-0.2	i	i	i	i	i	i	i
> COc1cc2ccccc2cc1C(=O)Nc1cc(C)ccn1
→ i	2.8	i	2.9	i	i	i	i	i	i	i
> Cn1nnnc1SCc1cn2cccnc2n1
→ i	-4.7	i	-0.2	i	i	i	i	i	i	i
> O=C1CC(SCc2nc3ccccc3[nH]2)C(=O)N1c1ccc(F)c(Cl)c1 (stereo not drawn)
→ i	28.1	i	0.1	i	i	i	i	i	i	i
> Cc1cccc(CSC2=NN3CCCC(=O)N=C3S2)c1
→ i	-30.8	i	2.2	i	i	i	i	i	i	i
> CC(=O)NC1(C(F)(F)F)C(=O)Nc2c1c(=O)[nH]c(=O)n2CC(C)C (stereo not drawn)
→ i	3.9	i	-0.1	i	i	i	i	i	i	i
> COc1cccc(OCC(O)CN2CCN(c3ccc(Cl)cc3)CC2)c1 (stereo not drawn)
→ i	-13.7	i	-0.1	i	i	i	i	i	i	i
> CN(CC(=O)Nc1ccc(Cl)cc1)CC(=O)Nc1ccc(F)c(F)c1F
→ i	-2.3	i	-0.4	i	i	i	i	i	i	i
> COc1ccc(C)cc1-n1ccn(CC(=O)Nc2ccc(Br)cc2F)c(=O)c1=O
→ i	19.4	i	-0.2	i	i	i	i	i	i	i
> NC(=NCCc1c[nH]c2ccccc12)NC(=O)c1ccc(F)cc1
→ -6.46*	-2.7	i	0.3	i	i	i	i	i	i	i
> Oc1ccc(Cl)cc1CNn1cnnc1
→ i	29.8	i	-0.2	i	i	i	i	i	i	i
> CCCC1=NN(c2ccc([N+](=O)[O-])cc2)C(=O)/C1=C/N(C)C
→ i	11.4	i	0.5	i	i	i	i	i	i	i
> COC(=O)Cn1c(CN2CCN(C(=O)c3ccco3)CC2)nc2c1c(=O)n(C)c(=O)n2C
→ i	19.2	i	-1.1	i	i	i	i	i	i	i
> Cc1ccc(NC(=O)CCn2cccc2)cc1Cl
→ i	23.2	i	0.1	i	i	i	i	i	i	i
> Nc1ccc(CNC(=O)OCC2c3ccccc3-c3ccccc32)cc1
→ i	9.2	i	-2.3	i	i	i	i	i	i	i
> N#Cc1ccc(C(=O)CSc2n[nH]c(=O)n2Cc2ccco2)cc1
→ i	0.0	i	0.0	i	i	i	i	i	i	i
> Cc1cc(Cl)nc(Cl)c1C(=O)N1CCOCC1
→ i	-0.1	i	-0.2	i	i	i	i	i	i	i
> CCOC(=O)c1ccccc1NC(=O)CN(c1ccccc1C)S(C)(=O)=O
→ i	14.1	i	-0.1	i	i	i	i	i	i	i
> CCOc1ccc(S(=O)(=O)NCCC(=O)N2CCN(Cc3ccccc3)CC2)cc1
→ i	5.6	i	-0.7	i	i	i	i	i	i	i
> O=S(=O)(c1cccc(C(F)(F)F)c1)N(CCCN1CCOCC1)Cc1cccs1
→ i	2.0&10.0	i	0.1&0.0	i	i	i	i	i	i	i
> O=C(CCCn1c(SCc2cccc([N+](=O)[O-])c2)nc2ccccc2c1=O)NCC1CCCO1 (stereo not drawn)
→ i	10.0	i	-0.2	i	i	i	i	i	i	i
> CN(Cc1ccc(Cl)s1)C(=O)CCl
→ i	23.2	i	-1.8	i	i	i	i	i	i	i
> Cc1cc(=O)oc2cc(OCC(=O)Nc3nnc(C(C)C)s3)ccc12
→ i	5.8	i	0.7	i	i	i	i	i	i	i
> CC(Nc1cccnc1)=C(C#N)C#N
→ i	34.4	i	0.2	i	i	i	i	i	i	i
> CC(CCc1ccccc1)NS(=O)(=O)c1ccccc1 (stereo not drawn)
→ i	-34.0	i	-1.8	i	i	i	i	i	i	i
> c1ccc2c(N3CCOCC3)nc(N3CCOCC3)nc2c1
→ i	18.0	i	-24.9	i	i	i	i	i	i	i
> CCN(CC)c1ccc(NC(=O)CCS(=O)(=O)c2ccc(Br)cc2)c(C)c1
→ i	6.4	i	-0.9	i	i	i	i	i	i	i
> CCCNC(=O)/C(=C/c1cn(S(=O)(=O)N(C)C)c2ccccc12)NC(=O)c1ccc(OC)cc1
→ i	30.2	i	-0.2	35.8*	i	i	i	i	i	i
> NNC(=O)Cn1nc2n(c1=O)-c1ccccc1SC2
→ i	8.6	i	-0.2	i	i	i	i	i	i	i
> C=C(C)CSc1nnc(-c2ccc(OC)cc2)n1N
→ i	14.4	i	1.9	i	i	i	i	i	i	i
> CC(C)NC(=O)COc1ccc(S(=O)(=O)N(C)Cc2ccccc2)cc1
→ i	-7.8	i	-1.5	i	i	i	i	i	i	i
> NS(=O)(=O)c1ccc(CNC(=O)CCS(=O)(=O)Cc2ccccc2)cc1
→ i	23.6	i	0.1	i	i	i	i	i	i	i
> C/C(CC1CC2=C(CC1(C)C)C(C)(C)CCC2)=N\NC(N)=S (stereo not drawn)
→ i	20.5	i	-0.2	i	i	i	i	i	i	i
> CCCCC(=O)Nc1cccc(NC(=S)NC(=O)C(C)C)c1
→ i	24.7	i	-0.2	i	i	i	i	i	i	i
> CCOc1cc2[nH]c(=O)n(CCC(=O)NCc3ccc(OC)cc3)c(=O)c2cc1OCC
→ i	28.3	i	-0.5	i	i	i	i	i	i	i
> C/C=C/C(=O)Nc1cccc(C2=NOC3(C2)C[C@H](C(N)=O)N(C(=O)/C=C/C)C3)c1 (stereo partly drawn)
→ i	15.4	i	-0.2	i	i	i	i	i	i	i
> CCC(C)Oc1ccc(C(=O)Nc2ccc(CN3CCOCC3)cc2)cc1 (stereo not drawn)
→ i	1.7	i	1.0	i	i	i	i	i	i	i
> CCNC(=O)CCS(=O)(=O)c1ccc2ccccc2c1
→ i	8.2	i	0.2	i	i	i	i	i	i	i
> O=C(c1ccccc1)N1CCN(c2ccc(Cl)cc2)CC1
→ i	10.7	i	nt	i	i	i	i	i	i	i
> FC(F)(F)Oc1ccc(Nc2nc(N3CCOCC3)nc(N3CCOCC3)n2)cc1
→ i	0.2	i	0.0	i	i	i	i	i	i	i
> COc1cc(C2C(C#N)=C(N)OC3=C2C(=O)CC(C)(C)C3)ccc1OC(=O)N1CCOCC1 (stereo not drawn)
→ i	3.5	i	-0.1	i	i	i	i	i	i	i
> CCC(=O)NC(c1ccc(N(C)C)cc1)c1c(O)ccc2ccccc12 (stereo not drawn)
→ i	37.6	i	0.3	i	i	i	i	i	i	i
> CC1(C)CC(=O)C2=C(C1)NC(=O)CC2c1ccc(F)cc1 (stereo not drawn)
→ i	20.3	i	-0.3	i	i	i	i	i	i	i
> Cc1ccc(CN2CCCOCCS2(=O)=O)cc1
→ i	20.8	i	-0.8	i	i	i	nt	i	i	i
> CCOC(=O)N1CCN(CC(=O)Nc2ccc([N+](=O)[O-])cc2C(=O)Nc2ccccc2F)CC1
→ i	23.4	i	-0.2	i	i	i	i	i	i	i
> COc1ccc(S(=O)(=O)N2CCOCC2)cc1NC(=O)COc1ccccc1OC
→ i	nt	i	-1.0	i	i	i	i	i	i	i
> c1ccc(OCc2nn3c(-c4ccncc4)nnc3s2)cc1
→ i	28.0	i	-0.3	i	i	i	i	i	i	i
> CC(C)CC(=O)Nc1nnc(SCC(=O)NCc2ccc3c(c2)OCO3)s1
→ i	17.8	i	1.2	i	i	i	i	i	i	i
> CCn1cc(/C=N/N=C2\CCC3C4CCc5cc(O)ccc5C4CC[C@]23C)c(C)n1 (stereo partly drawn)
→ i	39.7	i	-0.2	i	i	i	i	i	i	i
> Cc1ccc(NC(=S)N(Cc2cccs2)Cc2cc3cc(C)ccc3[nH]c2=O)cc1
→ i	15.2	i	-0.5	i	i	i	i	i	i	i
> COc1ccc(NC(=O)c2cc(-c3ccccn3)nc3c(C)cc(C)cc23)c(C)c1
→ i	-0.1	i	-1.9	i	i	i	i	i	i	i
> CCOc1cc(C(=O)OCc2cccc(OC)c2OC)ccc1OCC(=O)N1CCOCC1
→ i	48.5	i	-22.6	i	i	i	i	i	i	i
> CCC1C(=O)NCCN1C(=O)c1ccc2nc(Cc3cccc(Cl)c3)oc2c1 (stereo not drawn)
→ i	26.7	i	0.3	i	i	i	i	i	i	i
> S=C1NC[C@H](CC2CCCCC2)N1CCc1cccc2ccccc12
→ i	7.1	i	-0.2	i	i	i	i	i	i	i
> O=C(CNC(=O)c1cccs1)NCC(=O)OCc1c(F)cccc1Cl
→ i	19.8	i	0.0	i	i	i	i	i	i	i
> O=C(N/N=C1/CCc2ccccc21)C1CC1
→ i	8.2	i	0.3	i	i	i	i	i	i	i
> CC(C)NC(=O)c1cc(-n2cnnc2)ccc1Cl
→ i	-1.5	i	0.0	i	i	i	i	i	i	i
> CC(=O)N1CCN(S(=O)(=O)c2cccc(C(=O)Nc3ccc(OC(F)F)cc3)c2)CC1
→ i	11.0	i	0.4	i	i	i	i	i	i	i

Next compounds follow:
Below each SMILES – TRPC6 inh	AI-2 QS mod	MrgX1 antagonist	HIF activator	MrgX1 PAM	TRPC4 PAM	TRPC4 block	PolyA inhibitor	TRPC4 act	MrgX1 ag	TRPC6 act
> CC(=O)c1ccc(NC2OC(CO)C(O)C(O)C2O)cc1 (stereo not drawn)
→ i	30.6	i	0.6	i	i	i	i	i	i	i
> COc1ccc(CN2CC(C(=O)NCCN3CCOCC3)CC2=O)cc1 (stereo not drawn)
→ i	-10.9	i	0.0	i	i	nt	i	i	i	i
> CC(=O)Nc1ccc(/C(C)=N/Nc2nc(Nc3cccc4ccccc34)nc(N3CCOCC3)n2)cc1
→ i	14.0	i	0.9	i	i	i	i	i	i	i
> Nc1ccc(O)c(C(=O)O)c1
→ i	8.4	i	-0.5	i	i	i	i	i	i	i
> O=c1cc(-c2ccccc2Cl)oc2c(NS(=O)(=O)c3cccc4nsnc34)ccc(O)c12
→ i	18.2	i	0.5	i	i	i	nt	i	i	i

Some of the compounds tested, so the mix of outcomes need not match the whole.
